Screens: PubChem, several laboratories
HUVEC tox IL1B: HUVEC cytotoxicity counter-screen, IL-1B stimulated. HUVEC cell count loss, Hoechst imaging. cell count reduction, % at 2 µM. 94,000 compounds, 0.41% hits. AID 845;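 active = cell count reduction more than 3 SD above the screen-wide mean, cut at about 70% in these data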;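 also: normalized per plate to untreated control cells as the no-loss baseline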
Calb biofilm kill: kills Candida albicans biofilms; C. albicans biofilm + clotrimazole, Alamar Blue; inhibition, % at 6 µM; 85,000 compounds, 0.14% hits;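 active = inhibition above 20%; inactive = inhibition below 20%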;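 also: preformed 24 hr biofilms exposed to compound for 48 hr; 0% = biofilm without compound and 100% = blank killed by clotrimazole plus chlorhexidine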
CYP2C9 inhib: human CYP2C9 inhibition; P11712; CYP2C9 Supersomes, luciferin-H conversion, luminescence; inhibition, % at 5 µM; 96,000 compounds, 20% hits;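 active = blocking of liver enzyme CYP2C9 beyond about 50% at 5 µM, limit read from the data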; also: values of inactives mirror those of a sister screen read the other way
Target sequence (P11712 whole entry, looked up): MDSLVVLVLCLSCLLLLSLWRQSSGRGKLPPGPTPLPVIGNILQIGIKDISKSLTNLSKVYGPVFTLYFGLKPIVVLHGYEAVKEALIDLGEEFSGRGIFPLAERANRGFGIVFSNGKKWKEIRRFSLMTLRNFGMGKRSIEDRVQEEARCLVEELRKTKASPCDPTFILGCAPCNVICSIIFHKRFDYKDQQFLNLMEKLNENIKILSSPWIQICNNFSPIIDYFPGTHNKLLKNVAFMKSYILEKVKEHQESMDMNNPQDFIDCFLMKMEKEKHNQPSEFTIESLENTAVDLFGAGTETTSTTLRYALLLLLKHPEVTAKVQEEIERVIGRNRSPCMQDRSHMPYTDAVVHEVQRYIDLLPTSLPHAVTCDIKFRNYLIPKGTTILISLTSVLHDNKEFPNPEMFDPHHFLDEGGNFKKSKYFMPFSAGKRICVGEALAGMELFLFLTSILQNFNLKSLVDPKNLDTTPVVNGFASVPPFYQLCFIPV
VCAM1 TNFa inh: reduces TNF alpha induced VCAM1 expression in HUVEC. HUVEC TNFa-induced VCAM-1 immunofluorescence, high-content imaging. inhibition, % at 2 µM. 95,000 compounds, 0.48% hits;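 active = inhibition above the batch mean plus 3 SD, with images confirmed as a hit by eye, cut at about 37% in these data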;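 also: 0% = TNF-stimulated DMSO wells and 100% = unstimulated control wells; not every result past the cut was called active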
HUVEC tox TNFa: HUVEC cytotoxicity counter-screen, TNF alpha stimulated; HUVEC TNFalpha-stimulated, Hoechst cell count, imaging; cell count reduction, % at 2 µM; 93,000 compounds, 0.17% hits;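 active = cell count reduction exceeding the screen mean by over 5 SD, scaled to untreated wells per plate, cut at about 78% in these data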;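 also: cells counted after 24 h of TNF alpha exposure following the 1 h pretreatment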
CYP2C9 act: CYP2C9 (human) activation | P11712 | recombinant CYP2C9, luciferin-H conversion, luminescence; active compounds read high; factor 1 = untreated enzyme, 0 = blocked | activation factor at 5 µM | 96,000 compounds, 1.4% hits | AID 1024;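 active = activation factor of 2 or more for CYP2C9 at a 5 µM dose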;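 also: 0 = sulfaphenazole-blocked wells and 1 = vehicle-only wells; values of inactives mirror those of a sister screen read the other way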
CYP2C19 inh: human CYP2C19 inhibition; P33261; CYP2C19 Supersomes, luciferin-H EGE luminescence, 30 min; inhibition, % at 5 µM; 96,000 compounds, 21% hits; AID 778;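 active = CYP2C19 inhibition above a set limit at 5 µM in the primary screen, cut at about 50% in these data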;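 also: plate controls were negative control wells for no effect and 2.5 mM tranylcypromine positive control for full effect; values of inactives mirror those of a sister screen read the other way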
Target sequence (P33261 whole entry, looked up): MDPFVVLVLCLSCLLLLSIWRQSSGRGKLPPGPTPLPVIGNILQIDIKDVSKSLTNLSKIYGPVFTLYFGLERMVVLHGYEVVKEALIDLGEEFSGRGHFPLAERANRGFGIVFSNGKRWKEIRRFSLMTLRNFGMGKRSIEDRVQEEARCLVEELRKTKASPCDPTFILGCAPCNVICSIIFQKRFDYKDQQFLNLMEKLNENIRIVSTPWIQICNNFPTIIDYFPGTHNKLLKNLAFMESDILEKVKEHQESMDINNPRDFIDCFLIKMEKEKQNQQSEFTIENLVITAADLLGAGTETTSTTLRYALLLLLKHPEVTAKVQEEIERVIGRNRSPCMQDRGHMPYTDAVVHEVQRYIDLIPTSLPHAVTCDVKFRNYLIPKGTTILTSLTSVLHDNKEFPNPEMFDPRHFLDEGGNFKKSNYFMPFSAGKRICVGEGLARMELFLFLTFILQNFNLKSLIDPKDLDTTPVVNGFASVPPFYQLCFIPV
CYP2C19 act: cytochrome P450 2C19 (human) activation. P33261. recombinant CYP2C19, luciferin-H EGE luminescence; active compounds read high; 0 = fully inhibited enzyme, 1 = untreated enzyme. activation factor at 5 µM. 96,000 tested, under 10 active. AID 1025;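 active = activation factor of at least 2 at 5 µM in the primary screen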;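 also: 0 = wells with 2.5 mM tranylcypromine and 1 = vehicle-only wells; values of inactives mirror those of a sister screen read the other way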
DAT uptake mod: human DAT dopamine uptake with cocaine, either direction. Q01959. LLC-PK1 hDAT cells, [14C]-dopamine uptake with cocaine IC80; actives deviate in either direction. B-score at 10 µM. 110,000 compounds, 1.3% hits. AID 449768;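 active = Z score or B-score, a plate-position-corrected score, falls beyond the plate's 99.7% confidence bounds, in either direction; inactive = both scores lie inside the 99.7% bounds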;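 also: scored against the spread of the other compound wells on the same plate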
Starred values were filed as active, the others as inactive; / = no result given.

No.	structure	DAT uptake mod	CYP2C19 inh	CYP2C9 act	VCAM1 TNFa inh	CYP2C19 act	Calb biofilm kill	HUVEC tox TNFa	HUVEC tox IL1B	CYP2C9 inhib
1	CCOC(=O)c1nc2cc3n(c(CC(C)C)c-2c1C)CC(C)=C3C	0.38	/	/	3	/	9	-1	-25	/
2	C=CCn1c(SCC(=O)Nc2ccc3c(c2)CCC3)nnc1-c1cccs1	0.98	23	0.5	/	0.8	/	/	/	47
3	O=S(=O)(/N=C/c1c(O)ccc2ccccc12)c1cccs1	-2.5	15	0.8	2	0.8	0	2	-139	17
4	CCn1cc(CNC(=O)CCSc2nc(-c3ccco3)cc(C(F)(F)F)n2)cn1	0.17	24	0.8	-2	0.8	5	-20	8	19
5	Cc1cc(NC(=O)CSc2nc3c(sc4ccccc43)c(=O)n2CCc2ccccc2)n[nH]1	-0.024	94*	0.6	-3	0.1	1	-4	-21	36
6	Cc1nn(Cc2c(Cl)cccc2Cl)c(C)c1NC(=O)c1cc(C(C)C)on1	-1.3	-4	0.7	4	1	2	4	8	30
7	O=C1Nc2ccc(Br)cc2C1(O)Cc1ccccn1 (stereo unspecified)	-0.96	/	/	4	/	4	-7	-10	/
8	Cc1ccc2c(c1)N(CC(=O)NCCc1c[nH]c3ccccc13)C(=O)CO2	0.29	93*	0.7	1	0.1	8	-26	-9	27
9	Cn1c(SCC(=O)C(C)(C)C)nnc1-c1ccncc1	0.0019	87*	0.4	-7	0.1	3	-12	-14	63*
10	Cc1nnc(SCC(=O)Nc2ccc3c4c(cccc24)CC3)n1C	-0.52	-6	1.3	-2	1.1	2	-2	10	-29
11	CCCc1ccc2c(N)c(C#N)sc2n1	2.3	90*	0.7	2	0.1	12	-29	-7	27
12	O=C(O)c1cccc(NC(=O)C2C3C=CC(C3)C2C(=O)O)c1 (stereo unspecified)	0.043	-9	1	6	1.1	4	-9	9	-1
13	Cc1ccc(C)c(S(=O)(=O)N2CCC(c3nc4c(nnn4Cc4ccc(F)cc4)c(=O)[nH]3)CC2)c1	0.0062	49	0.1	18	0.5	6	-13	-63	94*
14	CCc1ccc(C(=O)CCC2CCCCC2=O)cc1 (stereo unspecified)	1	40	0.9	-24	0.6	13	-13	16	10
15	c1ccc(Cn2nnnc2CN2CCOCC2)cc1	-0.23	12	1.1	0	0.9	7	-1	0	-6
16	CCOc1ccc(N(CC(=O)NC2CCCCCC2)S(=O)(=O)c2c(C)[nH]c(=O)[nH]c2=O)cc1	0.016	25	1	16	0.7	15	-9	-39	1
17	Cn1c(=O)c2c(nc(CN3CCc4ccccc4C3)n2Cc2cccc(Cl)c2)n(C)c1=O	1.7	18	0.7	/	0.8	-2	/	/	32
18	Clc1ccc(OCc2nc(-c3ccncc3)no2)c(Br)c1	/	94*	0.1	/	0.1	3	/	/	95*
19	COc1ccc(O)c(C(=O)/C=C/c2cc3ccccc3o2)c1	-1.3	/	/	8	/	/	-13	26	/
20	O=C(N[C@@H](Cc1ccccc1)C(=O)NC1CCCCCC1)c1ccco1	-0.37	10	0.8	9	0.9	/	-12	8	20
21	CC1(c2ccc3c(c2)OCO3)NC(=O)N(CC(=O)NCCC2=CCCCC2)C1=O (stereo unspecified)	/	9	0.8	-5	0.9	-3	-22	-34	19
22	O=C(CSc1nnc2c(n1)[nH]c1ccccc12)Nc1ccc2c(c1)OCO2	-1.1	5	0.4	3	1	/	-6	-16	64*
23	COC(=O)c1ccccc1NC(=O)C1CCN(S(C)(=O)=O)CC1	-0.48	2	1.3	-11	1	7	-10	14	-31
24	Clc1ccc(/C=N/Nc2ncnc3ccccc23)cc1Cl	/	4	0.9	5	1	/	-9	-72	11
25	Cc1cc(COc2ccccc2OCc2cc(C)no2)on1	-0.19	30	1	-8	0.7	8	-3	-28	-1
26	O=C(NCCN1CCOCC1)c1cccc(Cl)c1	-0.35	/	/	28	/	5	-5	-43	/
27	COc1ccc(OC)c(NC(=O)CSc2nnc(CNc3ccc(F)cc3)o2)c1	-0.077	56*	1	-10	0.4	8	-10	-14	1
28	O=C(Nc1ccccc1N1CCN(c2ccc(F)cc2)CC1)C1CCCCC1	1.5	13	0.8	50	0.9	3	58	-8	20
29	CCCCC(=O)Nc1sc2c(c1C(N)=O)CCC2	1.6	47	0.2	-2	0.5	4	3	-6	77*
30	CCN(CC)C(=O)CSc1nc2ccccc2c(=O)n1-c1ccccc1OC	1.9*	19	0.5	8	0.8	6	-9	-17	53*
31	Cc1cccn2c(=O)c(C=NCc3ccccc3)c(NCCO)nc12	1.8	-15	1.2	11	1.1	6	-19	-5	-23
32	O=C(Cn1nc(-c2ccccc2)c2ccccc2c1=O)Nc1ccc2c(c1)nc1n2CCOC1	-0.018	6	0.6	-11	0.9	-1	-6	17	44
33	CC1CCCCC1NC1=NCCS1 (stereo unspecified)	/	18	1	6	0.8	7	-26	-4	3
34	CC1CCCC(NC(=O)COC(=O)Cc2ccsc2)C1C (stereo unspecified)	0.007	64*	1.5	0	0.4	/	-10	-22	-48
35	CCOC(=O)N1CCN(C(=O)c2ccc(CS(=O)(=O)c3ccc(OC)cc3)o2)CC1	1	-10	0.3	/	1.1	15	/	/	71*
36	COc1ccccc1NC(=O)C1(C)Cc2ccccc2C(=O)O1 (stereo unspecified)	1.8e-05	40	2.3*	/	0.6	3	/	/	-134
37	C1=C(CCNc2nnnn2-c2ccccc2)CCCC1	0.48	48	0.6	-6	0.5	3	-15	-9	44
38	COc1ccc(CN(CC(=O)NCC2CCCO2)C(=O)CCC(=O)Nc2cc(C)ccn2)cc1 (stereo unspecified)	0.045	5	0.7	0	0.9	6	16	11	30
39	CCNC(=O)CN(c1ccc(C)cc1)S(=O)(=O)c1ccc(SC)cc1	0.21	76*	0.7	-2	0.2	2	14	-13	27
40	Cc1ccc(-c2cc(C(F)(F)F)n3nc(C(=O)Nc4c(C)n(C)n(-c5ccccc5)c4=O)cc3n2)cc1	0.12	-2	0.8	11	1	3	2	2	25
41	CCOC(=O)N/N=C(\C)c1ccc(Br)cc1	0.48	23	0.6	6	0.8	2	-10	-9	37
42	CC1CCC(NC(=O)c2cc3c(=O)n(C)c4ccccc4c3n2C)CC1 (stereo unspecified)	1.3	29	1.7	6	0.7	-1	49	26	-74
43	O=C(Nc1ccc(N2CCN(C(=O)c3ccco3)CC2)cc1)c1cccc(F)c1	1.8	20	0.7	/	0.8	2	/	-16	30
44	Cc1ccc(NS(=O)(=O)c2cc(C(N)=O)ccc2C)cc1	/	94*	0.3	2	0.1	1	-18	7	67*
45	CCOc1cc2[nH]c(=S)n(CCN3CCC(C)CC3)c(=O)c2cc1OCC	0.13	5	1	-14	0.9	10	7	11	-1
46	c1nc(NCC2(N3CCOCC3)CCCCC2)c2ccsc2n1	-0.83	/	/	12	/	10	-8	-11	/
47	Cc1cccc(-n2c(SCc3cc(=O)n4ccsc4n3)nc3ccccc32)c1	/	/	/	-13	/	6	16	3	/
48	CC(=O)NS(=O)(=O)c1cccnc1Nc1ccc(Cl)c(Cl)c1	-0.12	4	0.3	1	1	/	-30	6	71*
49	CN1CCN(S(=O)(=O)c2ccc(NC(=O)C3CCCO3)cc2)CC1 (stereo unspecified)	0.0076	4	0.4	14	1	/	-21	12	60*
50	CC(=O)c1cccc(NC(=O)c2ccc(Br)o2)c1	0.96	47	0.7	/	0.5	11	/	/	28
51	Cc1ccc(S(=O)(=O)N2CCOCC2)cc1C(=O)N1CCOCC1	0.12	2	1	18	1	4	-18	7	-5
52	CC(C)=CCCC1=CCC2C(=O)NNC(=O)C2C1 (stereo unspecified)	-0.59	/	/	10	/	6	/	-16	/
53	CC(C)NCc1c(O)c(Br)cc2oc3c(c12)CCCC3	-0.51	42	0.6	22	0.6	1	-3	1	40
54	Cc1cc2cc(CNC(=O)c3ccc(S(=O)(=O)N4CCCC4)cc3)ccc2n1C	-0.019	4	0.2	7	1	-2	29	1	82*
55	N/C(=N\OC(=O)C(c1ccccc1)c1ccccc1)c1cccnc1	2	19	0.5	-15	0.8	/	11	3	51*
56	CCOC(=O)c1c(CN2CCCCC2)oc2ccc(O)cc12	-1.4	4	1.1	-8	1	7	-19	-16	-10
57	COc1cc(-c2nc3n(n2)C(c2ccc(F)cc2)C2=C(CCCC2=O)N3)cc(OC)c1OC (stereo unspecified)	1.6	24	0.7	10	0.8	3	-24	-5	32
58	Cc1ccc(S(=O)(=O)N2Cc3ccccc3CC2C(=O)Nn2cnnc2)cc1 (stereo unspecified)	-0.017	55*	0.6	-19	0.5	5	-46	16	35
59	O=C(NCc1cccnc1)C1COc2ccccc2O1 (stereo unspecified)	0.48	32	1	2	0.7	6	-8	-4	3
60	CCn1cc(C2=NOC(C(=O)Nc3ccc4c(c3)OCO4)C2)c(C)n1 (stereo unspecified)	0.24	-4	0.6	5	1	7	17	16	45

More structures.
No.	structure	DAT uptake mod	CYP2C19 inh	CYP2C9 act	VCAM1 TNFa inh	CYP2C19 act	Calb biofilm kill	HUVEC tox TNFa	HUVEC tox IL1B	CYP2C9 inhib
61	COc1ccc(N(C(=O)Cn2nnc3ccccc32)C(C(=O)NCc2ccco2)c2ccc(C)o2)cc1 (stereo unspecified)	3.1*	68*	0.4	11	0.3	8	-27	-30	58*
62	CCC(=NC(CC)CO)C1=C(O)CC(C)(C)CC1=O (stereo unspecified)	-0.14	-8	1.2	1	1.1	2	-9	-32	-17
63	COCCCn1c(SCC(=O)Nc2ccccc2)nnc1-c1ccncc1	-0.32	/	/	15	/	8	1	-27	/
64	CC1=C(C)CS(=O)N(c2ccc(S(N)(=O)=O)cc2)C1 (stereo unspecified)	-0.88	37	2.4*	-2	0.6	2	-5	1	-142
65	O=C(c1cccc(F)c1)N1CCc2ccccc21	0.83	26	0.8	-14	0.7	6	-14	-24	20
66	O=S(=O)(c1ccc2c(c1)OCCO2)N1CCN(Cc2ccccc2)CC1	0.13	82*	1.4	4	0.2	5	-4	5	-40
67	CCc1ccc(C(=O)Nc2ccc(S(=O)(=O)Nc3nc(C)cc(C)n3)cc2)o1	-0.2	8	0.6	6	0.9	2	-12	9	41
68	O=C(Nc1nc2ccc(S(=O)(=O)N3CCCC3)cc2s1)c1cccs1	0.33	0	0.7	-4	1	6	3	8	29
69	COc1ccc(NC(=O)Cn2c(C)cc(=O)c3cccc(OC)c32)cc1	-0.06	3	0.9	/	1	5	/	/	6
70	COc1ccc(CN(C#N)c2nc(SC)nc(N(C)C)n2)cc1	0.58	89*	1.4	20	0.1	4	60	-7	-40
71	CCC(=O)Nc1ccccc1C(=O)OCC(=O)c1ccc2ccccc2c1	-1.2	90*	0.3	-12	0.1	/	-7	14	69*
72	COc1ccc(N2CCN(C(=O)CSc3ncnc4c3cnn4-c3ccccc3C)CC2)cc1	0.058	-2	1	6	1	13	-7	-163	2
73	CC(C)NC(=O)c1ccccc1S(=O)c1ccccc1C#N (stereo unspecified)	-0.52	1	1	-2	1	/	-18	-16	-1

An excerpt from above in order of the CYP2C9 act value, highest first.
| No. | Structure | DAT uptake mod | CYP2C19 inh | CYP2C9 act | VCAM1 TNFa inh | CYP2C19 act | CYP2C9 inhib |
| --- | --- | --- | --- | --- | --- | --- | --- |
| 64 | CC1=C(C)CS(=O)N(c2ccc(S(N)(=O)=O)cc2)C1 (stereo unspecified) | -0.88 | 37 | 2.4* | -2 | 0.6 | -142 |
| 70 | COc1ccc(CN(C#N)c2nc(SC)nc(N(C)C)n2)cc1 | 0.58 | 89* | 1.4 | 20 | 0.1 | -40 |
| 68 | O=C(Nc1nc2ccc(S(=O)(=O)N3CCCC3)cc2s1)c1cccs1 | 0.33 | 0 | 0.7 | -4 | 1 | 29 |
